Source: PubChem (several laboratories)
5-HT1A blocker: human 5-HT1a receptor antagonists, primary screen, cell-based, CHO, Ga15 NFAT-bla reporter; 5-hydroxytryptamine receptor 1A (Homo sapiens), P08908; CHO 5-HT1a Ga15 NFAT-bla reporter, antagonist mode; inhibition, % at 10 µM; 62,000 tested, 0.68% active; AID 612, 2007;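 active = inhibition above the mean of all tested compounds plus 3 SD, cut at about 43% in these data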;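 also: receptor stimulated by 5-CT agonist at 100 nM near EC80; beta-lactamase reporter measured by ratiometric fluorescence of a cleavable substrate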
Target sequence (P08908 whole entry, looked up): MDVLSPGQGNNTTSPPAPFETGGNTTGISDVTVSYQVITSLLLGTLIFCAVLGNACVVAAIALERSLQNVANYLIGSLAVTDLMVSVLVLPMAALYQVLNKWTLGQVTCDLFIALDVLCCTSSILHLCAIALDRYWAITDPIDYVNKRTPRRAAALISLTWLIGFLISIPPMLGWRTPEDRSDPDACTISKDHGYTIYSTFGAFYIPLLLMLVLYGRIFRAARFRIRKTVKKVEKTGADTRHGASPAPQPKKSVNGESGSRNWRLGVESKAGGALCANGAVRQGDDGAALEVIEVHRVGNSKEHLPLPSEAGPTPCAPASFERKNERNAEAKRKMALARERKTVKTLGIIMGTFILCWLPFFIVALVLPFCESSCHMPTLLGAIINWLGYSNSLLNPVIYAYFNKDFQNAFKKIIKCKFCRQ
5HT1E antag: 5-HT1E receptor antagonists, primary screen, cell-based, HTS; CHO 5-HT1E Ga15 NFAT-bla reporter, FRET, antagonist; AID 571, 2007; 5-hydroxytryptamine receptor 1E (Homo sapiens), P28566; 65,000 tested, 0.99% active; inhibition, % at 6 µM;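 active = inhibition above a set limit, the mean inhibition across every tested compound plus 3 SD, cut at about 29% in these data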;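 also: signal is the 460 over 535 nm emission ratio of beta-lactamase substrate; 0% = agonist plus DMSO wells and 100% = wells without agonist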
NADH enzymes: inhibitors of PK/LDH coupling enzymes, profiling panel, artefact control, biochemical, MLSMR library; coupled PK/LDH NADH assays, four targets; IC50, µM (doses to about 10 µM), inactives show at the highest dose inhibition; 65,000 tested, 0.02% active; AID 774, 2007;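 active = single-dose screening hits from any of four coupled enzyme assays that gave an IC50 when retested across doses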;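 also: the DPM-DC format reads NADH fluorescence rather than 340 nm absorbance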
Ecoli tolC: growth inhibitors of E. coli tolC mutant, primary screen, strain BW25113 ΔtolC::kan, 384-well; OD615; growth inhibition, % at 10 µM (by protocol); 65,000 tested, 2.2% active;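 active = growth inhibition at or above a cutoff equal to the mean over every tested compound plus 3 SD, cut at about 60% in these data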;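 also: growth measured after 20 h incubation at 37 °C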
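test system = E. coli BW25113 ΔtolC::kan bacteria | medium = LB with kanamycin 50 µg/mL | signal = OD at 615 nm | schedule = 37 °C, 20 h exposure | evaluation = % inhibition of E. coli growth | compound dosing = one dose of 10 µM final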
SF-1 act: activators of human SF-1, primary screen, cell-based, CHO-K1, Gal4-SF-1 LBD, luciferase luminescence | CHO-K1 Gal4-SF-1 LBD luciferase reporter; % increase over DMSO SF-1-specific signal | activation, % at 10 µM | 65,000 tested, 1.9% active;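 active = activation above the mean activation of all tested compounds plus 3 SD, cut at about 50% in these data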
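Compound – one dose, 10 µM compound, 1% DMSO · Test system – transient Gal4-SF-1 LBD reporter, CHO-K1 · Input – 4,000 cells in each well · Read-out basis – percent activation relative to DMSO median and mock-transfected background · Replicates – single measurement per compound · Technique – steady-glow luciferase luminescence, read after 15 min reagent incubation · Timing – 20 h compound treatment, 37 °C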
5HT1a ag: human 5-HT1a receptor agonists, primary screen, cell-based, CHO, Ga15 NFAT-bla reporter; 5-hydroxytryptamine receptor 1A (Homo sapiens), P08908; AID 567, 2006; activation, % at 10 µM; 65,000 tested, 0.56% active; CHO 5-HT1a Ga15 NFAT-bla reporter, FRET ratio; 0% basal, 100% maximal reference agonist;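 active = activation above the screen-wide mean activation plus 3 SD, cut at about 19% in these data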;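 also: 0% = DMSO wells and 100% = 5-CT at EC100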
MMP-13 inhibitor: human MMP13 inhibitors, primary screen, biochemical, FRET peptide cleavage; Collagenase 3 (Homo sapiens), P45452; MMP-13 fTHP FRET cleavage, Mca fluorescence; inhibition, % at 4 µM; 65,000 tested, 0.07% active;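 active = inhibition above the mean of compound-free control plate wells plus 3 SD, cut at about 14% in these data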;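 also: 0% = DMSO wells and 100% = wells with reference MMP-13 inhibitor after basal subtraction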
RORa activator: activators of orphan receptor RORA, primary screen, cell-based, luminescence | Nuclear receptor ROR-alpha (Homo sapiens), P35398 | CHO-K1 Gal4-RORA LBD luciferase reporter; percent increase over mock-subtracted basal signal | activation, % at 10 µM | 65,000 tested, 1.5% active | AID 560, 2006;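 active = activation above the mean of all tested compounds plus 3 SD, cut at about 49% in these data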;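 also: 0% = DMSO-treated RORA cells and 100% = added signal equal to DMSO minus mock-transfected cells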
Target sequence (P35398 whole entry, looked up, the tested form may be a part): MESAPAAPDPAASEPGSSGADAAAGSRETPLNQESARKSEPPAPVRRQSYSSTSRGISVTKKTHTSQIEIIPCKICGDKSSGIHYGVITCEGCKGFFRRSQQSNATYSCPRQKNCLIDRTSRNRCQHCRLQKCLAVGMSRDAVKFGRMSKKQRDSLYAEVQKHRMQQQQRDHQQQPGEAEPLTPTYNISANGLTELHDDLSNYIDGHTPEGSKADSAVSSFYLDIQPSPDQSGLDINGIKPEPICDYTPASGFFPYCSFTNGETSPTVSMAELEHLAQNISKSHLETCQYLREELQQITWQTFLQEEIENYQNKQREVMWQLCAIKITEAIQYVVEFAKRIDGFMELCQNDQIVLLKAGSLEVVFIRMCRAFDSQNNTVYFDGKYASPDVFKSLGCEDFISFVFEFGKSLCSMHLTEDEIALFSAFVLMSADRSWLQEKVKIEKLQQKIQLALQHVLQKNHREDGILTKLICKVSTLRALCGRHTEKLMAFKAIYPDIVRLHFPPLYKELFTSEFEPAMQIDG
HTR1E agonist: 5-HT1E receptor agonists, primary screen, cell-based, HTS | 5-hydroxytryptamine receptor 1E (Homo sapiens), P28566 | 65,000 tested, 0.69% active | activation, % at 6 µM | CHO 5-HT1E Ga15 NFAT-bla reporter, FRET; 0% DMSO wells, 100% control agonist wells;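 active = activation above a set limit, the screen-wide mean activation plus 3 SD, cut at about 8.5% in these data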;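 also: 100% = positive control agonist at 1 µM giving full maximal response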
* marks the source's active call; other numbers are inactive results; x = no result given; & = joins results of further samples; [ ] = remark or other dose. The order is random (roughly 7.2% active in at least one column).

SMILES | 5-HT1A blocker | 5HT1E antag | NADH enzymes | Ecoli tolC | SF-1 act | 5HT1a ag | MMP-13 inhibitor | RORa activator | HTR1E agonist
Cc1ccccc1OCc1nc(-c2ccc(NC(=O)c3ccc4c(c3)OCO4)cc2)no1 | 16 | 21 | 4% | 10 | 20 | 2.2 | 2 | 2 | 9.2*
Cc1cccc(C(=O)c2ccccc2C(=O)O)c1O | 8 | 5 | 8% | -2 | -7 | 1.8 | 2 | -26 | 0.1
COC(=O)CN(Cc1ccccc1)S(=O)(=O)c1ccc(OC)c(OC)c1 | 1 | -15 | 3% | 10 | -5 | 1.4 | 0 | -10 | 0.0
COc1ccc(N2CCN(C(=O)c3sc4nc(-c5ccc(F)cc5)cn4c3C)CC2)cc1 | -1 | -5 | 4% | -11 | 2 | 4.0 | 4 | -20 | 0.7
O=S(=O)(c1cccc(S(=O)(=O)N2CCC(Cc3ccccc3)CC2)c1)N1CCOCC1 | -8 | 4 | 4% | 21 | -9 | 1.2 | -1 | 4 | -0.6
O=C(C1CCCCC1)N1CCN(c2ncccn2)CC1 | 8 | -3 | 4% | 7 | 4 | -1.1 | 0 | -1 | -1.0
C=CCNc1nc2ccccc2nc1NS(=O)(=O)c1cccs1 | 17 | -5 | 2% | 30 | -13 | -4.6 | 0 | 9 | 0.5
CCOC(=O)C1CCCN(CCCc2ccccc2)C1 (centres undefined) | 15 | -3 | 0%&2% | -4&-13 | -8 | -0.3 | 2 | -10 | 0.6
O=C(C1CC1)N1CCc2cc(S(=O)(=O)N3CCCc4ccccc43)ccc21 | 12 | 9 | 4% | -5 | 14 | -2.8 | 8 | 2 | 0.4
CC1=CS/C(=C(/C#N)C(=O)N2CCCCC2)N1c1ccccc1 | -8 | -12 | 2% | -4 | -5 | -1.3 | 1 | -13 | -0.5
Cc1cc(C)c2cc(C(O)c3nnnn3Cc3ccccc3)c(=O)[nH]c2c1 (centres undefined) | -10 | 3 | 9% | 14 | 5 | -0.1 | -27 | -6 | 0.5
O=C(C1CCN(Cc2cc(Cl)ccc2O)CC1)N1CCN(Cc2ccccc2)CC1 | 5 | 3 | 7% | 95* | 4 | -1.0 | 3 | 1 | 0.3
COc1ccc(NC(=O)C2CSC3c4ccccc4C(=O)N23)cc1 (centres undefined) | x | 10 | 1% | -4 | -6 | 3.5 | 1 | -1 | -0.6
CCCOC(=O)NC(CC)COC(=O)Nc1cc(C)ccc1C (centres undefined) | 16 | 1 | 5% | -8 | -14 | -4.4 | -2 | -6 | -0.3
O=C1C2CC=CCC2C(=O)N1CC1CCCO1 (centres undefined) | 2 | 2 | 0% | -5 | -8 | 0.6 | 4 | 14 | -0.9
CCOC(=O)N1CCN(c2nc(-c3cccc(OC)c3)cc(C(F)(F)F)n2)CC1 | -14 | -6 | 4% | 22 | -3 | 0.2 | 0 | -4 | -0.6
O=C(CSc1nc2ccccc2[nH]1)c1ccco1 | -10 | 0 | 5% | -12 | 23 | -3.8 | -1 | -2 | -0.4
O=C(CN(C(=O)c1ccco1)c1cccc(F)c1)NCc1ccc(F)cc1 | -1 | -5 | 1% | -5 | -7 | -1.1 | 2 | -30 | -0.6
Cn1nnnc1Sc1ncnc2scc(-c3ccc(F)cc3)c12 | 34 | 48* | 11% | 4 | -38 | 0.5 | -3 | -32 | 0.2
Cn1c(=O)c2cc(S(=O)(=O)NC(C(=O)Nc3cccnc3)c3ccccc3)ccc2n(C)c1=O (centres undefined) | -3 | -2 | 3% | -11 | -4 | -4.2 | 0 | -4 | 0.3

3 structures from above, arranged by count of non-hydrogen atoms, rising.
SMILES | 5-HT1A blocker | 5HT1E antag | NADH enzymes | Ecoli tolC | SF-1 act | 5HT1a ag | MMP-13 inhibitor | RORa activator | HTR1E agonist
CCOC(=O)C1CCCN(CCCc2ccccc2)C1 (centres undefined) | 15 | -3 | 0%&2% | -4&-13 | -8 | -0.3 | 2 | -10 | 0.6
CCCOC(=O)NC(CC)COC(=O)Nc1cc(C)ccc1C (centres undefined) | 16 | 1 | 5% | -8 | -14 | -4.4 | -2 | -6 | -0.3
CCOC(=O)N1CCN(c2nc(-c3cccc(OC)c3)cc(C(F)(F)F)n2)CC1 | -14 | -6 | 4% | 22 | -3 | 0.2 | 0 | -4 | -0.6

(list continues)
SMILES | 5-HT1A blocker | 5HT1E antag | NADH enzymes | Ecoli tolC | SF-1 act | 5HT1a ag | MMP-13 inhibitor | RORa activator | HTR1E agonist
COc1ccc(NC(=O)C2C3C=CC4(CN(Cc5cccnc5)C(=O)C24)O3)c(OC)c1 (centres undefined) | 7 | -10 | 5% | -20 | 4 | -4.2 | -4 | -15 | 1.0
COc1ccc(C)cc1-n1nnnc1SCC(=O)c1ccc2c(c1)OCCO2 | 11 | -8 | 2% | -2 | -5 | -2.0 | -6 | -4 | -0.3
CCCCn1cnc2c1c(=O)n(CC(=O)c1cc(C)n(C)c1C)c(=O)n2CC(C)C | -11 | -4 | 3% | 7 | 7 | 1.3 | 0 | 23 | 0.7
CCCc1[nH]nc2c1C(c1cccc(OC)c1)C(C#N)=C(N)O2 (centres undefined) | x | 5 | 3% | 11 | 0 | 1.1 | -3 | -23 | 0.6
CCOC(=O)c1ccc(S(=O)(=O)N2CCN(CC(=O)NC(=O)NC3CCCCC3)CC2)cc1 | 0 | -7 | 3% | 6 | -2 | 0.9 | 6 | 17 | 0.0
COc1c(C)cccc1C(=O)Nc1ccc(N2CCN(S(C)(=O)=O)CC2)cc1 | -9 | -9 | 4% | -12 | 107* | 0.6 | -11 | 46 | -0.3
O=C(Nc1nc2ccccc2n1Cc1ccc(Cl)cc1)c1ccco1 | 10 | -8 | 1%[fluoresces] | -7 | 3 | -3.5 | -3 | -12 | 0.9
CCCCC(=O)OCC(=O)Nc1ccc(OC(F)F)cc1 | -9 | 2 | 7% | -10 | -2 | -2.5 | -2 | 7 | -0.4
Cc1cccc2cc(CN(Cc3ccc4c(c3)OCO4)Cc3nnnn3C3CCCC3)c(=O)[nH]c12 | 10 | -5 | 3% | 12 | 4 | 1.5 | -8 | 4 | -0.5
CC(=O)Nc1ccc(SCC(=O)c2cc(C)n(Cc3cccs3)c2C)cc1 | 2 | 11 | 5% | -9 | -58 | -2.3 | 2 | -67 | -0.7
CCCc1cc(=O)[nH]c(Nc2ccc(N3CCCCC3)cc2)n1 | 14 | 0 | 2% | 22 | -9 | -0.3 | 8 | 9 | -0.5
CC(=O)C1C(c2ccc(F)c(F)c2)NC(=O)NC1(O)C(F)(F)F (centres undefined) | 12 | -4 | 6% | -12 | 2 | -2.4 | 2 | 26 | -0.7
COC(=O)CN(c1ccc(C)cc1)S(=O)(=O)c1ccc2c(c1)n(C)c(=O)c(=O)n2C | -9 | 1 | 5% | -13 | 10 | -3.3 | -4 | -17 | -0.3
COc1ccc(OC)c(-n2c(SCC(C)=O)nnc2-c2cccc(S(=O)(=O)N(C)C)c2)c1 | -9 | -13 | 3% | -3 | -10 | -2.1 | -1 | -11 | 0.2
CCCNS(=O)(=O)c1ccc(CCC(=O)NCc2ccco2)cc1 | -8 | -11 | 2% | -16 | 7 | 0.9 | -2 | 16 | 1.3
Cc1ccc(-n2ncc3c(=O)n(CC(=O)OCc4ccccc4)cnc32)cc1 | 6 | -2 | 5% | 5 | 24 | -0.4 | -6 | 14 | -1.2
CC(C)CNS(=O)(=O)c1ccccc1C(=O)N1CCCCC1 | -4 | -6 | 4% | -10 | -1 | -2.3 | 3 | 6 | 0.7
ON1C(c2ccccc2C(F)(F)F)N(O)[C@H]2CCCC[C@H]21 (some centres undefined) | 8 | 11 | 5% | -29 | 3 | -0.6 | 1 | -14 | 0.3
COC(=O)C1C(=O)C2=C(CC1C)NC(=O)CC2c1ccccc1 (centres undefined) | -2 | -3 | 10% | -8 | -8 | -8.1 | -7 | 11 | 0.0
COc1ccccc1N(CN1CCCC1=O)C(=O)COc1ccccc1 | 14 | 2 | 1% | -12 | 4 | -3.2 | -1 | -14 | -0.2
CCn1c(SCC(=O)N2CCN(c3ccccc3)CC2)nnc1-c1ccoc1C | -1 | -5 | 4% | -2 | -3 | -1.4 | 5 | -14 | 0.3
CCOc1ccc(NC(=O)CCN2CCCCC2)cc1 | 0 | -11 | 11% | -5 | 0 | -4.2 | 4 | 3 | 0.0
O=C(CN1CCN(c2ccccn2)CC1)Nc1ccc(OCc2ccccc2)cc1 | 10 | 5 | 8% | 32 | -7 | -3.7 | 0 | 16 | -0.1
Cc1cc(C(=O)CSc2nnnn2C)c(C)n1-c1ccc2c(c1)OCCO2 | 5 | 1 | 6% | 21 | 54* | -1.5 | -3 | 36 | -1.5
CCOC(=O)CSc1nnc(CNC(=O)c2ccco2)n1C | -11 | -1 | 4% | -19 | -13 | -2.7 | 0 | -20 | -1.6
Cn1c2c(c(=O)n(C)c1=O)C(NS(=O)(=O)c1ccccc1)(C(F)(F)F)C(=O)N2 (centres undefined) | -3 | 1 | 4% | -25 | 8 | 0.0 | -7 | -7 | 0.1
CCC(C)(C)n1nnnc1C(c1cccs1)N1CCc2ccccc21 (centres undefined) | 37 | -3 | 5% | 59 | -12 | -2.3 | -3 | 0 | -1.3

Reprinted at random: three records from the list, in no set order.
SMILES | 5-HT1A blocker | 5HT1E antag | NADH enzymes | Ecoli tolC | SF-1 act | 5HT1a ag | MMP-13 inhibitor | RORa activator | HTR1E agonist
Cc1cc(C(=O)CSc2nnnn2C)c(C)n1-c1ccc2c(c1)OCCO2 | 5 | 1 | 6% | 21 | 54* | -1.5 | -3 | 36 | -1.5
O=C(CN1CCN(c2ccccn2)CC1)Nc1ccc(OCc2ccccc2)cc1 | 10 | 5 | 8% | 32 | -7 | -3.7 | 0 | 16 | -0.1
CCOc1ccc(NC(=O)CCN2CCCCC2)cc1 | 0 | -11 | 11% | -5 | 0 | -4.2 | 4 | 3 | 0.0
